# From PubChem
# Pf Dd2 inh = P. falciparum Dd2 growth inhibition | SYBR Green, 72 h; hits give low values | activity change, % at 10 µM | 2.3% of 94,000 active; in the data active = activity change below about -80%; inconclusive = no clear call, values can overlap the other calls
# C diff HTS = blocks growth of Clostridium difficile; 0.25% of 86,000 active; Clostridium difficile clinical isolate growth, OD600, 24 h; hits give low values; growth activity, negative = inhibition, % at 16 µg/mL (by protocol);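 active = mean growth activity at or below -80% and every replicate also at or below -80%; inconclusive = mean at or below -80% but some replicate above -80%; inactive = mean growth activity above -80%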;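 also: 0% = DMSO wells and -100% = levofloxacin 16 µg/mL wells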
# Tcruzi prolif = blocks T. cruzi growth in NIH3T3 culture | T. cruzi beta-gal in NIH3T3, GalScreen luminescence, 90 h | inhibition, % at 8.34 µM | 5.9% of 77,000 active;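 active = mean inhibition above about 93%, with at least 55% of replicates each passing it, limit read from the data, passing the limit was not always enough; inconclusive = only one of those two conditions holds; inactive = neither condition holds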
# KDM4C inh = blocks human GASC-1 (KDM4C) demethylase activity; GST-KDM4C 2-372, H3K9me3 peptide, LANCE TR-FRET; inhibition, % at 12.5 µM; 0.15% of 96,000 active; AID 720574; Q9H3R0;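 active = mean replicate inhibition above about 25%, with at least 55% of replicates also reaching it, limit read from the data, passing the limit was not always enough; inconclusive = only one of those two conditions met; inactive = neither condition met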
# Target sequence (Q9H3R0 2-372 limits assumed): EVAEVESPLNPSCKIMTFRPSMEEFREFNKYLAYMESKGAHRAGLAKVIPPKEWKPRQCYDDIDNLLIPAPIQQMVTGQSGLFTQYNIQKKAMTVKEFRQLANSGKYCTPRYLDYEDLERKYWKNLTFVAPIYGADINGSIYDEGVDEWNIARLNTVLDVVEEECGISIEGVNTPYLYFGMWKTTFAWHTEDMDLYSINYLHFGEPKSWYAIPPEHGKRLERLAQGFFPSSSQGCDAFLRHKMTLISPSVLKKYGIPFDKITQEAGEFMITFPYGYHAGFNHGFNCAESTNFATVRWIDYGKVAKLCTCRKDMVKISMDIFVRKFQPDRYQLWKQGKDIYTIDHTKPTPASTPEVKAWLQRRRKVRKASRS
#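 Material: N-terminal GST-fused human GASC-1 (KDM4C) fragment, residues 2-372. Input: 10 nM enzyme. Incubation: enzyme reaction 30 min, then detection 60 min, both room temperature. Doses: one test concentration per compound. Read-out basis: inhibition from TR-FRET ratio decrease. Detection: LANCE TR-FRET, excitation 340 nm, emissions 618 and 671 nm.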
# * marks the source's active call; other numbers are inactive results; ? = inconclusive; · = no result given; & = joins results of further samples.
# Results follow in this order: Tcruzi prolif, KDM4C inh, C diff HTS, Pf Dd2 inh
COc1ccc2c3c([nH]c2c1)[C@H](CO)N(C(=O)NC(C)C)CC31CCN(C(=O)NC2CCCC2)CC1
  ·, 0.6, -14, -53
CC(C)NC(=O)NCC[C@@H]1CC[C@H](NC(=O)CN(C)C)[C@@H](CO)O1
  15, -0.1, ·, 6
O=C(Nc1nccs1)[C@@H]1[C@@H](CO)[C@@H]2Cn3c(cccc3=O)[C@@H]2N1C(=O)C1CCCCC1
  3, 16, 4, 3
Cc1cc(C(=O)Nc2cccc3c2O[C@@H](CN(C)Cc2ccc(C(F)(F)F)cc2)[C@@H](C)CN([C@@H](C)CO)C3=O)n(C)n1
  96*, -0.1, 1, -22
COc1ccccc1NC(=O)N1C[C@@H]2[C@H](c3ccccc31)[C@H](CO)N2C(=O)C1CCCC1
  6, 1.4, 2, -18
CC(C)CC#Cc1ccc2c(c1)O[C@@H](CN(C)C(=O)C1CCCCC1)[C@@H](C)CN([C@@H](C)CO)S2(=O)=O
  113*, 5.0, -6, -43
COc1ccc(S(=O)(=O)N2C[C@@H](O)COC[C@H]3O[C@H](CC(=O)NCCN4CCCCC4)CC[C@@H]32)cc1
  ·, 1.5, -1&-5, 13
C[C@@H]1CN([C@@H](C)CO)S(=O)(=O)c2ccc(-c3ccc(C#N)cc3)cc2O[C@@H]1CN(C)C
  -2, 3.3, -5, ·
COc1ccccc1-c1cn(CC[C@@H]2CC[C@H](NC(=O)CCN3CCCCC3)[C@@H](CO)O2)nn1
  -15, 0.6, 3, -31
O=C(Nc1ccccc1F)N1CC(=O)N2[C@H](CO)[C@H](c3ccc(C#Cc4ccccc4)cc3)[C@H]2C1
  ·, 2.0, -3, -51
C[C@@H]1CN([C@H](C)CO)C(=O)c2cccc(NC(=O)c3ccc(-c4nccs4)cc3)c2O[C@@H]1CN(C)S(=O)(=O)c1ccccc1
  58, -1.2, -27, -5
CO[C@@H]1CN(C)C(=O)c2cc(NC(=O)C3CCC3)ccc2OC[C@@H](C)N(Cc2ccncc2)C[C@H]1C
  8, 0.8, 1, 0
C[C@@H]1CN([C@H](C)CO)C(=O)c2cc(NS(=O)(=O)c3cn(C)cn3)ccc2O[C@@H]1CN(C)CC1CC1
  20, -0.5, 0, 8
COc1ccc(NC(=O)N2CC[C@@H]3[C@H]2c2cc(Br)ccc2N(C)[C@@H]3CO)cc1
  66, 0.9, -100*, 1
CNC(=O)C[C@@H]1CC[C@@H]2[C@H](COc3ccc(NC(=O)Nc4ccc(F)c(F)c4)cc3C(=O)N2C)O1
  36, -0.9, 2, -20
CCC(=O)N(C)C[C@@H]1Oc2cc(C#CCN(C)C)ccc2S(=O)(=O)N([C@H](C)CO)C[C@@H]1C
  94, 1.4, -2, 3
O=C(C[C@@H]1CC[C@H]2[C@@H](COC[C@H](O)CN2S(=O)(=O)c2ccc(F)cc2)O1)NCC1CCCCC1
  80, 0.5, 92&77, ·
O=C(c1ccc2c(c1)OCO2)N1CC2(C1)[C@@H](c1ccccc1)[C@@H](CO)N2C(=O)C1CCC1
  ·, -0.2, -1, 14
Cc1ccc(S(=O)(=O)N(C)C[C@H]2Oc3ccc(NC(=O)CCCN(C)C)cc3C(=O)N([C@@H](C)CO)C[C@H]2C)cc1
  21, -0.8, 4, 56
C[C@@H]1CN([C@H](C)CO)C(=O)Cc2cc(N(C)C)ccc2O[C@@H]1CN(C)Cc1ccc(C(=O)O)cc1
  54, 16, -1, 11
COc1ccccc1NC(=O)N[C@H]1CC[C@H](CCNC(=O)Cc2ccccn2)O[C@@H]1CO
  ·, 1.3, 4, -4
O=C(C[C@@H]1CC[C@@H]2[C@H](COC[C@H](O)CN2C(=O)Nc2ccc(C(F)(F)F)cc2)O1)NC1Cc2ccccc2C1
  78, 0.1, 22&-37, 2
CC(C)CC#Cc1ccc2c(c1)O[C@H](CN(C)CC1CC1)[C@H](C)CN([C@@H](C)CO)S2(=O)=O
  ?, -1.5, 13, -47
C[C@H](CO)N1C[C@H](C)[C@@H](CN(C)C(=O)c2cccnc2)Oc2cc(-c3cccc(C#N)c3)ccc2S1(=O)=O
  57, -0.4, -5, -31
C[C@@H](NC(=O)C[C@H]1C=C[C@H](NC(=O)Cc2ccccn2)[C@@H](CO)O1)c1ccccc1
  32, 0.1, 7, 7
N#C[C@@H]1[C@H](c2ccccc2C2=CCCCC2)[C@H](CO)N1C(=O)C1CCOCC1
  ·, 2.0, -7, 19
C[C@@H]1CCCCO[C@H](CN(C)Cc2ccc(C(=O)O)cc2)[C@H](C)CN([C@H](C)CO)C(=O)c2cc(NS(=O)(=O)c3ccc(F)cc3)ccc2O1
  0, 1.6, -10, 8
C[C@H](CO)N1C[C@H](C)[C@@H](CN(C)C(=O)NC2CCCCC2)OCCCC[C@H](C)Oc2ccc(NC(=O)Nc3ccc(F)cc3)cc2C1=O
  105*, -0.5, -1, 3
COC(=O)C[C@@H]1CC[C@@H]2[C@@H](COc3ccc(NC(=O)Nc4cc(C)cc(C)c4)cc3C(=O)N2C)O1
  86, -2.9, 12, ·
CC(=O)N(C)C[C@H]1Oc2cc(C#CC3(O)CCCC3)ccc2S(=O)(=O)N([C@H](C)CO)C[C@H]1C
  16, 0.4, 0, 16

# An excerpt from above, showing only Tcruzi prolif, C diff HTS and Pf Dd2 inh:
SMILES,Tcruzi prolif,C diff HTS,Pf Dd2 inh
Cc1ccc(S(=O)(=O)N(C)C[C@H]2Oc3ccc(NC(=O)CCCN(C)C)cc3C(=O)N([C@@H](C)CO)C[C@H]2C)cc1,21,4,56
C[C@@H]1CN([C@H](C)CO)C(=O)Cc2cc(N(C)C)ccc2O[C@@H]1CN(C)Cc1ccc(C(=O)O)cc1,54,-1,11

# The results go on.
# Results follow in this order: Tcruzi prolif, KDM4C inh, C diff HTS, Pf Dd2 inh
COc1ccc(S(=O)(=O)Nc2cccc3c2O[C@H](CN(C)S(=O)(=O)c2cccs2)[C@H](C)CN([C@H](C)CO)C3=O)cc1
  17, -0.7, -18, -19
Cc1noc(C)c1S(=O)(=O)Nc1ccc2c(c1)C(=O)N([C@H](C)CO)C[C@H](C)[C@@H](CN(C)C(=O)Nc1ccc(C(F)(F)F)cc1)OCCCC[C@H](C)O2
  114*, 0.3, 4, -39
CN1CCN(C(=O)C[C@@H]2C=C[C@H](NC(=O)Nc3ccccc3F)[C@H](CO)O2)CC1
  -40, 2.2, ·, 29
CC(C)NC(=O)N(C)C[C@H]1Oc2ccc(NS(=O)(=O)c3ccc(F)cc3)cc2C(=O)N([C@H](C)CO)C[C@H]1C
  1, 1.4, 5, 23
Cc1noc(C)c1S(=O)(=O)N(C)C[C@@H]1OCCCC[C@@H](C)Oc2ccc(NC(=O)CCCCCC(=O)Nc3ccccc3N)cc2C(=O)N([C@H](C)CO)C[C@@H]1C
  30, 2.4, -15, -33
Cc1noc(C)c1NC(=O)N(C)C[C@H]1OCCCC[C@@H](C)Oc2ccc(NS(=O)(=O)c3cccs3)cc2C(=O)N([C@H](C)CO)C[C@H]1C
  3, -2.9, 14, -12
C[C@@H]1CCCCO[C@@H](CN(C)C(=O)NC2CCCCC2)[C@@H](C)CN([C@H](C)CO)C(=O)c2cc(NC(=O)Cc3ccccc3)ccc2O1
  26, -0.2, -2, -64
C[C@@H]1CN([C@H](C)CO)S(=O)(=O)c2ccc(-c3cccnc3)cc2O[C@@H]1CN(C)CC1CC1
  -143, 3.5, 0, -22
COc1ccc2c3c(n(C)c2c1)[C@H](CO)N(C(=O)c1ccc(F)cc1)CC31CN(CC2CC2)C1
  ·, 0.0, 6, -58
CCNC(=O)[C@H]1[C@H](CO)[C@H]2Cn3c(ccc(-c4ccccc4)c3=O)[C@@H]1N2CCC(F)(F)F
  24, 1.4, -2, ·
COc1ccccc1NC(=O)N[C@H]1C=C[C@@H](CC(=O)N[C@@H](C)c2ccccc2)O[C@H]1CO
  27, -1.9, ·, 7
O=C(c1ccc(F)cc1)N1CC(=O)N2[C@H](CO)[C@H](c3ccc(C#CCC4CCCC4)cc3)[C@H]2C1
  ·, -0.8, 11, -40
Cc1ccccc1S(=O)(=O)N1CC(=O)N2[C@H](C1)[C@H](c1ccc(C#CCC(C)C)cc1)[C@@H]2CO
  ·, -0.4, -3, -9
O=C(Nc1cccc(F)c1)N1CCCCN2[C@H](CO)[C@@H](c3ccc(C#Cc4ccccc4)cc3)[C@@H]2C1
  88, 0.0, -3, -18
O=C(C1CCC1)N1CC2(C1)[C@H](c1ccccc1)[C@@H](CO)N2C(=O)CC1CC1
  ·, -0.8, 5, -7
COc1ccc(CN(C)C[C@@H]2OCCCC[C@@H](C)Oc3ccc(NC(=O)Nc4ccc(C(F)(F)F)cc4)cc3C(=O)N([C@@H](C)CO)C[C@H]2C)cc1
  69, ·, -35, -38
C[C@H]1CN([C@@H](C)CO)C(=O)c2cccc(NC(=O)Nc3ccccc3)c2O[C@H]1CN(C)Cc1ccc(-c2ccccc2)cc1
  -51, -3.7, -2, 9
Cc1noc(C)c1S(=O)(=O)Nc1ccc2c(c1)C(=O)N([C@@H](C)CO)C[C@@H](C)[C@@H](CN(C)Cc1ccncc1)OCCCC[C@H](C)O2
  13, 1.6, 3, 4
CCCN1C[C@H](C)[C@H](OC)CN(C)C(=O)c2cc(NC(=O)c3ccno3)ccc2OC[C@@H]1C
  -40, 0.8, -1, 31
CCCN1C[C@@H](C)[C@H](OC)CN(C)C(=O)c2ccc(NC(=O)c3cnccn3)cc2OC[C@@H]1C
  -51, -1.6, ·, -15
Cc1ccc(S(=O)(=O)Nc2cccc3c2O[C@H](CN(C)C(=O)Nc2ccc4c(c2)OCO4)[C@@H](C)CN([C@@H](C)CO)C3=O)cc1
  58, -0.5, 8, 6
C[C@H]1CN([C@@H](C)CO)C(=O)c2cc(NC(=O)NC3CCCCC3)ccc2O[C@@H]1CN(C)Cc1ccc(C(=O)O)cc1
  ·, 0.5, 0, 9
CC(C)NC[C@H]1[C@H](c2ccc(C3=CCCCC3)cc2)[C@@H](CO)N1C(=O)NC(C)C
  98*, -3.1, 43, -42
CN(C)CCCNC(=O)C[C@@H]1CC[C@@H]2[C@H](COc3ccc(NC(=O)c4ccc5c(c4)OCO5)cc3C(=O)N2C)O1
  -110, 1.7, -1, 3
COc1ccc(NC(=O)Nc2ccc3c(c2)C(=O)N([C@@H](C)CO)C[C@@H](C)[C@H](CN(C)C(=O)Nc2c(C)noc2C)OCCCC[C@H](C)O3)cc1
  ·, 0.4, 8, 16
Cc1ccc(S(=O)(=O)N[C@H]2CC[C@@H](CCNC(=O)Nc3ccc(Cl)cc3)O[C@H]2CO)cc1
  5, -0.7, 0, 1
C[C@H]1CN([C@@H](C)CO)C(=O)c2cc(NS(C)(=O)=O)ccc2O[C@@H]1CN(C)C(=O)NC1CCCCC1
  ·, -2.3, -2, 1
CCNC(=O)c1cc2c(c(-c3cccc(-c4cncnc4)c3)n1)[C@@H](CCO)N(C(C)=O)C2
  36, -2.7, -1, ·
CCCNC(=O)N(C)C[C@@H]1Oc2ncc(C#CCC(C)C)cc2C(=O)N([C@@H](C)CO)C[C@H]1C
  -10, 1.1, 3, -2
O=C(C[C@H]1CC[C@@H]2[C@H](COC[C@H](O)CN2CC2CCOCC2)O1)N1CCOCC1
  -48, -1.6, ·, 0

# One compound at a time (already shown).
# O=C(Nc1ccccc1F)N1CC(=O)N2[C@H](CO)[C@H](c3ccc(C#Cc4ccccc4)cc3)[C@H]2C1 reads Tcruzi prolif: ·; KDM4C inh: 2.0; C diff HTS: -3; Pf Dd2 inh: -51
# O=C(c1ccc2c(c1)OCO2)N1CC2(C1)[C@@H](c1ccccc1)[C@@H](CO)N2C(=O)C1CCC1 reads Tcruzi prolif: ·; KDM4C inh: -0.2; C diff HTS: -1; Pf Dd2 inh: 14

# (more compounds)
# Results follow in this order: Tcruzi prolif, KDM4C inh, C diff HTS, Pf Dd2 inh
Cc1noc(C)c1S(=O)(=O)Nc1ccc2c(c1)C(=O)N([C@H](C)CO)C[C@H](C)[C@@H](CN(C)C(=O)CCC(F)(F)F)OCCCC[C@H](C)O2
  -23, -1.8, 4, -4
C[C@@H]1CN([C@@H](C)CO)C(=O)Cc2cc(NC(=O)CCC(F)(F)F)ccc2O[C@@H]1CN(C)S(=O)(=O)c1ccc(Cl)cc1
  92, 0.4, 12, -5
COc1ccc(S(=O)(=O)N(C)C[C@@H]2Oc3c(NC(=O)NC4CCCCC4)cccc3C(=O)N([C@H](C)CO)C[C@H]2C)cc1
  -4, -0.5, ·, -61
COc1ccc(CNC(=O)C[C@H]2C=C[C@@H](NC(=O)c3cccc(F)c3)[C@@H](CO)O2)cc1
  -17, 0.3, 5, 8
CCCNC(=O)N1CCC2(CC1)CN(C(=O)COC)[C@H](CO)c1c2c2ccc(OC)cc2n1C
  ·, -1.2, -1, -21
CN1CCCCN2[C@H](CO)[C@@H](c3ccc(Br)cc3)[C@H]2C1
  -23, 0.3, 1, 13
C[C@H]1CN([C@@H](C)CO)C(=O)c2cc(NC(=O)NC3CCCCC3)ccc2O[C@H]1CN(C)C
  0, -0.6, 3, -1
Cc1ccc(S(=O)(=O)N(C)C[C@@H]2Oc3cc(C#CC4CCCC4)ccc3S(=O)(=O)N([C@@H](C)CO)C[C@@H]2C)cc1
  125*, -2.2, 21, -61
